Assay outcomes from PubChem.
ARFGAP1 inh: rat ARFGAP1 inhibition. Q62848. Arfgap1-stimulated ARF1 GTP hydrolysis, GDP FP detection. inhibition, % at 16.5 µM. actives 0.26% (n = 360,000). AID 651572;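 active means inhibition above a per-plate limit, mean inhibition of low control wells plus 3 SD, cut at about 25% in these data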;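 further: 0% = DMSO wells with enzyme and 100% = wells lacking Arfgap1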
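Material: rat Arfgap1 GAP domain (His6, aa 1-136), purified enzyme. Also added: human ARF1(Δ1-17)-GTP substrate. Compound dosing: 16.5 µM single point, 1.26% DMSO. Timing: enzyme reaction 120 min at 25 °C after 20 min preincubation. Signal: GDP detection by fluorescence polarization. Read-out basis: percent inhibition of GAP-stimulated GDP formation, scaled between DMSO and no-Arfgap1 medians.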
PLCb3 inh: blocks human PLC-beta3 enzyme activity; actives 0.18% (n = 370,000); Q01970; inhibition, % at 12.2 µM; Purified PLC-beta3, fluorogenic substrate, fluorescence; in the data active means inhibition above about 11%;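 further: 0% = median of compound wells on plate and 100% = full blocker control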
PLC-gamma1 inh: inhibitors of human phospholipase C gamma1; P19174; inhibition, % at 12.2 µM; actives 0.84% (n = 370,000); purified PLC-gamma1, fluorogenic substrate, fluorescence; AID 720700; in the data active means inhibition above about 9.5%
Target sequence (P19174 whole entry, looked up): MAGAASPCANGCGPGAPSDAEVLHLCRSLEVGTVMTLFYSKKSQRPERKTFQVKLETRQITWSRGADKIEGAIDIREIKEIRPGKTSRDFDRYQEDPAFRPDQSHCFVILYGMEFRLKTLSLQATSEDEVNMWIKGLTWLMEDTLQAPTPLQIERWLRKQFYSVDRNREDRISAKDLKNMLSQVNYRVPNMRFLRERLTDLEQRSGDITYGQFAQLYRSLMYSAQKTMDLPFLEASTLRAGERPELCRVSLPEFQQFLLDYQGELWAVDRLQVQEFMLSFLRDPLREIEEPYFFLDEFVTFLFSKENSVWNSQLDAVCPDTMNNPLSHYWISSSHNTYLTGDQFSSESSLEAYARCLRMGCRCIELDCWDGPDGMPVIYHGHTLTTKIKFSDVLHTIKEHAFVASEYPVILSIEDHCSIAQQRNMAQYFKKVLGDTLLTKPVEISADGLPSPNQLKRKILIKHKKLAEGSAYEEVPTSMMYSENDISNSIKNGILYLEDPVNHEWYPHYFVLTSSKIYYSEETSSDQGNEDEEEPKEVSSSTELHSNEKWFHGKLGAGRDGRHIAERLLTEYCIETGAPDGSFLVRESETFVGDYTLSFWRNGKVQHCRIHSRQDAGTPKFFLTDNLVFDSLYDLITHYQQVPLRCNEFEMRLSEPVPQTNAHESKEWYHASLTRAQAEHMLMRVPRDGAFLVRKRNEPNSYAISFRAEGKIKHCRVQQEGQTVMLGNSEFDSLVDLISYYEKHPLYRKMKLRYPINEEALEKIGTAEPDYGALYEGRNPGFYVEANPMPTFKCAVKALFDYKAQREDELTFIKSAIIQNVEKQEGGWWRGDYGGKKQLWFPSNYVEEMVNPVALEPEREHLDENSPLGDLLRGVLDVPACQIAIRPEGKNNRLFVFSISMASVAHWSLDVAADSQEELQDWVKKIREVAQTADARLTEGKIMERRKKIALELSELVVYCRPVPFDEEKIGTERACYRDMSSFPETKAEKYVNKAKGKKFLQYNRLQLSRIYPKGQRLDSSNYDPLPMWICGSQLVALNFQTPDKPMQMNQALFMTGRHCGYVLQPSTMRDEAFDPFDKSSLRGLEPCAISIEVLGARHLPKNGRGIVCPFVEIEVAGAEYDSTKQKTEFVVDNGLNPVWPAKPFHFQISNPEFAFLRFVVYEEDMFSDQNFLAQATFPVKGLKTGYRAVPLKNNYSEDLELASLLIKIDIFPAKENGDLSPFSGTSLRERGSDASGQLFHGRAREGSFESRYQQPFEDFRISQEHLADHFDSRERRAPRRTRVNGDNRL
ADAM17 inh: inhibits human ADAM17. recombinant ADAM17, EDANS/DABCYL FRET peptide cleavage. inhibition, % at 6.95 µM. actives 0.83% (n = 370,000). AID 720648;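 active means inhibition above the mean of compounds lying between control limits plus 3 SD, set per campaign, cut at about 8.5% in these data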;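 further: 0% = DMSO-only wells as the low control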
Tn6 DDE FP: inhibitors of Tn6 peptide binding to human fibrin DD(E); Fibrin DD(E) TRITC-Tn6 fluorescence polarization displacement; inhibition, % at 8.3 µM; actives 0.21% (n = 370,000); P02675;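 active means inhibition above a per-campaign cutoff: mean of compounds within control limits plus 3 SD, cut at about 15% in these data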;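 further: 0% = median of all compound wells on the plate and 100% = blocking peptide control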
TDP2 absorb: blocks human TDP2 phosphodiesterase activity; O95551; recombinant TDP2, T5PNP hydrolysis, p-nitrophenol absorbance 415 nm; inhibition, % at 12.8 µM; actives 0.34% (n = 370,000); AID 720702;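 active means inhibition above the mean of all tested compounds plus 3 SD, set per campaign, cut at about 25% in these data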;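 further: 0% = DMSO with enzyme and 100% = buffer with substrate but no TDP2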
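System: recombinant human TDP2 / Amount: 120 nM TDP2 per well / Also added: 5 mM T5PNP chromogenic substrate / Doses: 12.8 µM single point, 1% DMSO / Incubation: 2 h at 37 °C / Detection: p-Nitrophenol epi absorbance / Evaluation: % inhibition relative to enzyme-containing and enzyme-free wells / Repeats: singlicate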
DDE Tn7 FP inh: DD(E)-Tn7 binding inhibition, primary FP screen | FP displacement of FITC-Tn7 peptide from fibrin DD(E); 0% = median of compound wells per plate | inhibition, % at 8.3 µM | actives 0.13% (n = 370,000);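 active means inhibition above the mean of compounds falling within the control limits plus 3 SD of them, cut at about 14% in these data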;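 further: 0% = plate median of compound wells and 100% = 10 µM Aha-Tn7 peptide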
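assay system = human clot-derived fibrin DD(E) complex | quantity = Fibrin-DD(E) at 2 µM final | timing = 10 min preincubation, 3 h with tracer, room temperature | signal = fluorescence polarization | measure = percent inhibition | benchmarks = high control wells with 10 µM unlabelled Aha-Tn7 peptide (full inhibition) | replicates = singlicate testing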
ADAM10 inh: ADAM10 inhibition, QFRET primary screen | O14672 | recombinant ADAM10, EDANS/DABCYL FRET peptide cleavage, 3 h | inhibition, % at 7 µM | actives 0.62% (n = 370,000) | AID 720582;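 active means inhibition above a per-campaign cutoff equal to the mean of compounds falling between control-based bounds plus 3 SD, cut at about 20% in these data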;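 further: 0% = DMSO wells while the 100% control is not disclosed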
ASAP1 GAP inh: inhibitors of human ASAP1 ArfGAP activity | ASAP1-stimulated ARF1 GTP hydrolysis, GDP FP detection | inhibition, % at 16.5 µM | actives 0.19% (n = 360,000); in the data active means inhibition above about 25%;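 further: 0% = vehicle with enzyme and substrate and 100% = no enzyme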
SIAE inh: inhibitors of human sialic acid acetylesterase SIAE; inhibition, % at 9.66 µM; Q9HAT2; actives 0.69% (n = 370,000); AID 1053197; SIAE FP-Rh probe binding, fluorescence polarization;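 active means inhibition above a cutoff: mean of compounds within the control limits plus 3 SD of those, cut at about 17% in these data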;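 further: 0% = plate median of compound wells and 100% = probe without SIAE protein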
An asterisk follows results filed as active.

How did COc1cccc(N2CCN(C(=O)c3ccc(CS(=O)Cc4ccccc4Cl)o3)CC2)c1 (stereo not drawn) do in these assays?
ARFGAP1 inh: 2; PLCb3 inh: -6; PLC-gamma1 inh: 1; ADAM17 inh: 0; Tn6 DDE FP: 4; TDP2 absorb: 2; DDE Tn7 FP inh: 4; ADAM10 inh: -5; ASAP1 GAP inh: -13; SIAE inh: 5

Results for Cc1onc(-c2c(Cl)cccc2Cl)c1C(=O)Nc1c(C)n(C)n(-c2ccccc2)c1=O ?
ARFGAP1 inh: 9; PLCb3 inh: 0; PLC-gamma1 inh: 3; ADAM17 inh: 1; Tn6 DDE FP: 7; TDP2 absorb: 0; DDE Tn7 FP inh: -9; ADAM10 inh: 9; ASAP1 GAP inh: 2; SIAE inh: -1

How did O=C(CN=C1NS(=O)(=O)c2ccccc21)OCC(=O)c1cc(F)ccc1F do in these assays?
ARFGAP1 inh: -1; PLCb3 inh: 3; PLC-gamma1 inh: -4; ADAM17 inh: 0; Tn6 DDE FP: -4; TDP2 absorb: 1; DDE Tn7 FP inh: 2; ADAM10 inh: -2; ASAP1 GAP inh: 2; SIAE inh: -6

How did COCc1nnc(NC(=O)c2ccc(OC)cc2OC)s1 do in these assays?
ARFGAP1 inh: -1; PLCb3 inh: 2; PLC-gamma1 inh: 1; ADAM17 inh: -7; Tn6 DDE FP: 9; TDP2 absorb: 4; DDE Tn7 FP inh: 4; ADAM10 inh: -2; ASAP1 GAP inh: -7; SIAE inh: -6

What do the screens show for `O=C(Nc1ccc(OC(F)F)c(Cl)c1)[C@@H]1CCCN1C(=O)c1cccs1`?
ARFGAP1 inh: 3; PLCb3 inh: 0; PLC-gamma1 inh: 0; ADAM17 inh: 1; Tn6 DDE FP: 1; TDP2 absorb: 4; DDE Tn7 FP inh: -2; ADAM10 inh: -1; ASAP1 GAP inh: 8; SIAE inh: 0

How did Cn1cccc1C(=O)NC(=O)CSc1nnc(C2CC2)n1-c1ccccc1 do in these assays?
ARFGAP1 inh: -5; PLCb3 inh: -6; PLC-gamma1 inh: -5; ADAM17 inh: -5; Tn6 DDE FP: 8; TDP2 absorb: 10; DDE Tn7 FP inh: 4; ADAM10 inh: 0; ASAP1 GAP inh: 10; SIAE inh: 0

How did CCOCCCNCC(=O)Nc1cc(S(=O)(=O)N2CCOCC2)ccc1N1CCOCC1 do in these assays?
ARFGAP1 inh: 5; PLCb3 inh: -7; PLC-gamma1 inh: -3; ADAM17 inh: -2; Tn6 DDE FP: 4; TDP2 absorb: -5; DDE Tn7 FP inh: 5; ADAM10 inh: -11; ASAP1 GAP inh: 4; SIAE inh: -3

What do the screens show for `Cn1c(=O)c(C(=O)c2ccccc2)c(O)c2ccccc21`?
ARFGAP1 inh: 4; PLCb3 inh: -6; PLC-gamma1 inh: -1; ADAM17 inh: -1; Tn6 DDE FP: 5; TDP2 absorb: 9; DDE Tn7 FP inh: 2; ADAM10 inh: 5; ASAP1 GAP inh: -2; SIAE inh: -6

How did O=C(NNC(=O)c1ccccc1[N+](=O)[O-])c1cnccn1 do in these assays?
ARFGAP1 inh: 18; PLCb3 inh: 5; PLC-gamma1 inh: 8; ADAM17 inh: -5; Tn6 DDE FP: -1; TDP2 absorb: -11; DDE Tn7 FP inh: 0; ADAM10 inh: 8; ASAP1 GAP inh: -4; SIAE inh: -6

How did C=CC[n+]1c(-c2ccc(Cl)cc2Cl)csc1Nc1c(C)n(C)n(-c2ccccc2)c1=O do in these assays?
ARFGAP1 inh: -4; PLCb3 inh: -3; PLC-gamma1 inh: -2; ADAM17 inh: -1; Tn6 DDE FP: 4; TDP2 absorb: -6; DDE Tn7 FP inh: -1; ADAM10 inh: 2; ASAP1 GAP inh: 3; SIAE inh: 2

How did CCCC1CCC(=NNC(=O)CNc2ccc(OC)cc2)CC1 (stereo not drawn) do in these assays?
ARFGAP1 inh: 5; PLCb3 inh: -4; PLC-gamma1 inh: -3; ADAM17 inh: -2; Tn6 DDE FP: 10; TDP2 absorb: -1; DDE Tn7 FP inh: 4; ADAM10 inh: -2; ASAP1 GAP inh: 3; SIAE inh: 0

How did Cc1cc(C(=O)NCC(C)(C)N2CCOCC2)c(C)o1 do in these assays?
ARFGAP1 inh: -3; PLCb3 inh: -7; PLC-gamma1 inh: 2; ADAM17 inh: -4; Tn6 DDE FP: -1; TDP2 absorb: 12; DDE Tn7 FP inh: 4; ADAM10 inh: -12; ASAP1 GAP inh: -1; SIAE inh: 4

Results for Cc1ccc(-c2[nH]c3ccccc3c2SCCNC(=O)c2cc3ccccc3oc2=O)cc1 ?
ARFGAP1 inh: 9; PLCb3 inh: 6; PLC-gamma1 inh: 0; ADAM17 inh: 1; Tn6 DDE FP: 0; TDP2 absorb: -12; DDE Tn7 FP inh: -8; ADAM10 inh: 5; ASAP1 GAP inh: 4; SIAE inh: -2

Results for COc1ccccc1NC(=S)NCCc1ccc(Cl)cc1 ?
ARFGAP1 inh: -5; PLCb3 inh: 2; PLC-gamma1 inh: 2; ADAM17 inh: 2; Tn6 DDE FP: 0; TDP2 absorb: 0; DDE Tn7 FP inh: 2; ADAM10 inh: 9; ASAP1 GAP inh: -14; SIAE inh: 7

What do the screens show for `Clc1ccc2c(NCCNC3CCCCC3)ccnc2c1`?
ARFGAP1 inh: 3; PLCb3 inh: 2; PLC-gamma1 inh: 1; ADAM17 inh: -9; Tn6 DDE FP: -1; TDP2 absorb: 2; DDE Tn7 FP inh: 1; ADAM10 inh: -23; ASAP1 GAP inh: 5; SIAE inh: 0

What do the screens show for `COc1ccccc1OCC(=O)Sc1ccc(C)cc1`?
ARFGAP1 inh: 4; PLCb3 inh: 5; PLC-gamma1 inh: 3; ADAM17 inh: -3; Tn6 DDE FP: -6; TDP2 absorb: 5; DDE Tn7 FP inh: 7; ADAM10 inh: 1; ASAP1 GAP inh: -9; SIAE inh: -2

How did NC(=O)C1CCN(C(=O)CCNS(=O)(=O)c2ccccc2F)CC1 do in these assays?
ARFGAP1 inh: -9; PLCb3 inh: -8; PLC-gamma1 inh: 5; ADAM17 inh: -2; Tn6 DDE FP: -2; TDP2 absorb: -5; DDE Tn7 FP inh: -1; ADAM10 inh: -22; ASAP1 GAP inh: -8; SIAE inh: 3

What do the screens show for `COc1ccc(OC)c(CNC(=O)C2CCN(S(C)(=O)=O)CC2)c1`?
ARFGAP1 inh: -2; PLCb3 inh: 0; PLC-gamma1 inh: -1; ADAM17 inh: -2; Tn6 DDE FP: 1; TDP2 absorb: 1; DDE Tn7 FP inh: -1; ADAM10 inh: -4; ASAP1 GAP inh: 1; SIAE inh: -1

What do the screens show for `Cn1nc(C(=O)OCC(=O)c2ccc(Cl)cc2)c2ccccc2c1=O`?
ARFGAP1 inh: 4; PLCb3 inh: 0; PLC-gamma1 inh: 1; ADAM17 inh: -2; Tn6 DDE FP: 3; TDP2 absorb: -9; DDE Tn7 FP inh: 0; ADAM10 inh: -14; ASAP1 GAP inh: -20; SIAE inh: -3

How did O=C(CSc1n[nH]c(-c2ccccc2Cl)n1)NC1CCCCC1 do in these assays?
ARFGAP1 inh: 10; PLCb3 inh: -9; PLC-gamma1 inh: 1; ADAM17 inh: -2; Tn6 DDE FP: -1; TDP2 absorb: -8; DDE Tn7 FP inh: 5; ADAM10 inh: -5; ASAP1 GAP inh: -2; SIAE inh: 2

Results for C/C(=N\N(C)C)C1=C(O)c2ccccc2C1=O ?
ARFGAP1 inh: 8; PLCb3 inh: 1; PLC-gamma1 inh: 3; ADAM17 inh: 3; Tn6 DDE FP: 4; TDP2 absorb: 11; DDE Tn7 FP inh: -4; ADAM10 inh: 6; ASAP1 GAP inh: -12; SIAE inh: 6

Results for COC(=O)C1CCN(CC(=O)NC(=O)Nc2ccccc2F)CC1 ?
ARFGAP1 inh: -8; PLCb3 inh: -3; PLC-gamma1 inh: -2; ADAM17 inh: -2; Tn6 DDE FP: -4; TDP2 absorb: 9; DDE Tn7 FP inh: 5; ADAM10 inh: 0; ASAP1 GAP inh: -4; SIAE inh: -2

Results for Cc1ccc(S(=O)(=O)Nc2nc(C)c(NC(=O)Nc3ccc(Cl)cc3Cl)s2)cc1 ?
ARFGAP1 inh: 1; PLCb3 inh: -7; PLC-gamma1 inh: -3; ADAM17 inh: -2; Tn6 DDE FP: -6; TDP2 absorb: 7; DDE Tn7 FP inh: -7; ADAM10 inh: 2; ASAP1 GAP inh: 8; SIAE inh: 35*

What do the screens show for `CN1CCN(c2nc(NCc3ccco3)nc(N)c2[N+](=O)[O-])CC1`?
ARFGAP1 inh: -4; PLCb3 inh: -1; PLC-gamma1 inh: 3; ADAM17 inh: 1; Tn6 DDE FP: 0; TDP2 absorb: 19; DDE Tn7 FP inh: -4; ADAM10 inh: 4; ASAP1 GAP inh: -13; SIAE inh: 16

What do the screens show for `CC(=O)Nc1ccc(SCc2csc(C)n2)cc1`?
ARFGAP1 inh: 1; PLCb3 inh: -9; PLC-gamma1 inh: -3; ADAM17 inh: 2; Tn6 DDE FP: 5; TDP2 absorb: 4; DDE Tn7 FP inh: -5; ADAM10 inh: 0; ASAP1 GAP inh: -5; SIAE inh: 3

What do the screens show for `CC(=O)c1c(C)[nH]c2ccccc2c1=O`?
ARFGAP1 inh: -4; PLCb3 inh: 5; PLC-gamma1 inh: 4; ADAM17 inh: 1; Tn6 DDE FP: 0; TDP2 absorb: 4; DDE Tn7 FP inh: 4; ADAM10 inh: 6; ASAP1 GAP inh: 5; SIAE inh: 2

What do the screens show for `CCN(CC)CCn1c(O)c(N=O)c2ccccc21`?
ARFGAP1 inh: 3; PLCb3 inh: 2; PLC-gamma1 inh: 1; ADAM17 inh: -2; Tn6 DDE FP: -2; TDP2 absorb: 0; DDE Tn7 FP inh: 4; ADAM10 inh: -4; ASAP1 GAP inh: -2; SIAE inh: -3

Results for COC(=O)c1sccc1NC(=O)c1ccccc1[N+](=O)[O-] ?
ARFGAP1 inh: 1; PLCb3 inh: -33; PLC-gamma1 inh: 2; ADAM17 inh: 5; Tn6 DDE FP: 4; TDP2 absorb: 0; DDE Tn7 FP inh: 7; ADAM10 inh: 5; ASAP1 GAP inh: 3; SIAE inh: -5
